Screens deposited in PubChem BioAssay by Johns Hopkins Ion Channel Center.
CHT allo act = CHT positive allosteric modulators, primary screen, cell-based, membrane potential dye, choline EC20 | B-score at 10 µM | 0.49% of 310,000 active | CHT-expressing cells; stronger effect = higher value; LV-AA mutant CHT in HEK293 cells;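 active means initial fluorescence not abnormally high and integrated response B-score, plate-corrected, over 3 SD above library mean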
Target sequence (Q9GZV3 whole entry, looked up): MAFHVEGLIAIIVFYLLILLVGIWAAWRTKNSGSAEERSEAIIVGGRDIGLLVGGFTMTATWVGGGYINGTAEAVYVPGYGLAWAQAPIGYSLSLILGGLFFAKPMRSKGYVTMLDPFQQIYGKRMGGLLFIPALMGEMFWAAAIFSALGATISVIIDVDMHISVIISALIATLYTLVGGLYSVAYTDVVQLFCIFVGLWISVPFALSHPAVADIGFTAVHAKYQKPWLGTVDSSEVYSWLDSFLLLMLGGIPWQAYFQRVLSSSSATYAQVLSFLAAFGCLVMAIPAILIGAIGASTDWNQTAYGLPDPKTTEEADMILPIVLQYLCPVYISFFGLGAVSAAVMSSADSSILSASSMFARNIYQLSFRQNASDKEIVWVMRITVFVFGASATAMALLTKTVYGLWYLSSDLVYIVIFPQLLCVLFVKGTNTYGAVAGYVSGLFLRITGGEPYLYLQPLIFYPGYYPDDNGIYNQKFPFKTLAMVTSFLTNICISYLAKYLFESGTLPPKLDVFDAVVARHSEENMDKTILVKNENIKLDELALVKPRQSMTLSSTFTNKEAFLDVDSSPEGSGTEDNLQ
CHT block = inhibitors of human choline transporter CHT; B-score at 10 µM; 0.86% of 310,000 active; CHT-expressing cells, membrane potential dye, choline response; stronger effect = lower value; AID 488975, 2010; High affinity choline transporter 1 (Homo sapiens), Q9GZV3;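 active means B-score over 3 SD under the library average, and starting fluorescence ratio not unusually high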;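 further: choline stimulus applied at its EC90 after an EC20 pre-addition; B-score computed on integrated fluorescence ratio after choline addition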
Active calls of the source: *; i = inactive.

molecule | CHT allo act | CHT block
COc1cc(C(=O)NC(c2ccccc2)c2ccccc2)cc(Cl)c1OC | i | i
C/C(CC(=O)Nc1ccc2c(c1)OCCO2)=N\NC(=O)c1ccccc1Cl | i | i
Cc1ccc2c(c1)c(C)cc[n+]2Cc1ccccc1 | 9.82* | i
CCOc1cc(C(C(=O)NCC2CCCO2)N(C(=O)Cn2nnc3ccccc32)c2ccccc2OC)ccc1O (stereo not given) | i | i
COc1ccc(C(=O)n2nc(C#N)c(C#N)c2N)cc1 | i | i
O=C(CN1CCCc2ccccc21)N/N=C/c1ccc(F)cc1F | i | i
Cc1ccc(S(=O)(=O)N2CC3CCC2C3)cc1 (stereo not given) | i | i
Cc1cc(C(=O)N2CCC(Cc3ccccc3)CC2)no1 | i | i
Fc1cccc2sc(N3CCCC3)nc12 | i | i
CN(C)CCNC(=O)c1coc(=O)c(Br)c1 | i | i
O=[N+]([O-])c1ccc(Nc2nc(N3CCOCC3)nc(N3CCOCC3)n2)cc1 | i | i
Cc1ccc(CNC(=O)CCCCCNC(=O)N2CCn3c2nc2ccccc23)cc1 | i | i

Gathered by group: those above with nitrogen in an aromatic ring
molecule | CHT allo act | CHT block
Cc1ccc2c(c1)c(C)cc[n+]2Cc1ccccc1 | 9.82* | i
CCOc1cc(C(C(=O)NCC2CCCO2)N(C(=O)Cn2nnc3ccccc32)c2ccccc2OC)ccc1O (stereo not given) | i | i
COc1ccc(C(=O)n2nc(C#N)c(C#N)c2N)cc1 | i | i
Cc1cc(C(=O)N2CCC(Cc3ccccc3)CC2)no1 | i | i
Fc1cccc2sc(N3CCCC3)nc12 | i | i
O=[N+]([O-])c1ccc(Nc2nc(N3CCOCC3)nc(N3CCOCC3)n2)cc1 | i | i
Cc1ccc(CNC(=O)CCCCCNC(=O)N2CCn3c2nc2ccccc23)cc1 | i | i

Later entries
molecule | CHT allo act | CHT block
Cc1cc(N)ccc1S(C)(=O)=O | i | i
CCOc1ccccc1NC(=S)N1CCC(NC(=O)NC23CC4CC(CC(C4)C2)C3)CC1 | i | i
Cc1nnc(NC(=O)CCn2c(=O)oc3ccc(Cl)cc32)s1 | i | i
CCc1ccc(NC(=O)C2=CC(c3cccs3)=NS(=O)(=O)N2C)cc1 | i | i
CCCNC(=O)C1(O)c2cc(Br)ccc2NC(=O)N1c1ccc(Cl)cc1 (stereo not given) | i | i
CC(C)CCNC(=O)Cc1csc(-c2ccccc2)n1 | i | i
Cc1cccc(N2C(=O)C3C4CC(=O)C(c5ccccc54)C3C2=O)c1C (stereo not given) | i | i
CC(C)(C)OC(=O)NCCCC[C@H](NC(=O)c1nc[nH]c1C(=O)N1CCc2ccccc2C1)C(=O)OC(C)(C)C | i | i
CCOC(=O)C(C)Sc1nnc(NC(=O)c2ccc(C)c([N+](=O)[O-])c2)s1 (stereo not given) | i | i
Cc1cc(C)n2nc(SCC(=O)NCc3ccco3)nc2n1 | i | i
Cc1ccc(/C=N/NC(=O)CCCOc2ccc(Cl)cc2Cl)cc1[N+](=O)[O-] | i | i
O=C(Nc1ccccc1)C(=O)c1c[nH]c2ccccc12 | i | i
Cc1cc(NC(=O)CSc2nc(C(C)C)nc3c2c(=O)n(C)c(=O)n3C)no1 | i | i
CCOC(=O)/C(C#N)=C/c1cn(CCC(=O)O)nc1-c1ccc(Cl)cc1 | i | i
O=C(CC1SC(=O)N(Cc2ccc(Cl)cc2)C1=O)Nc1nccs1 (stereo not given) | i | i
CCN1C(=O)CC(N2CCC(c3nc4ccccc4[nH]3)CC2)C1=O (stereo not given) | i | i
O=C(c1ccccc1C(=O)N1CCN(c2ccccc2)CC1)N1CCN(c2ccccc2)CC1 | i | i
COCCNC(=O)CN1C(=O)NC(c2ccccc2)(c2ccccc2)C1=O | i | i
CCOC(=O)c1cccc(NC(=O)N2CCOCC2)c1 | i | i
CC(=O)Oc1ccc(C(=O)Nc2cccnc2)cc1 | i | i
CCOc1ccc(C(=O)C(c2ccccc2)N2CCOCC2)cc1 (stereo not given) | i | i
O=C(NCc1cccnc1)Nc1cccc(NC(=O)NCc2cccnc2)c1 | i | i
CCOC(=O)N1CCC(Nc2c(NCCN3CCN(Cc4ccccc4)CC3)c(=O)c2=O)CC1 | i | i
COc1ccc(-c2noc(-c3cccc(Cl)c3)n2)cc1OC | i | i
O=C(Nc1nccs1)c1sc2ccccc2c1Cl | i | i
CCN(CCCNC(=O)C1CCC(=O)N1Cc1ccccc1Cl)c1cccc(C)c1 (stereo not given) | i | i
CC(=O)Nc1ccc2c(c1)OCCO2 | i | i
O=C(c1ccc2c(c1)OCCO2)N1CCN(c2ccc([N+](=O)[O-])cc2)CC1 | i | i
Cc1ccc(-c2nc(CS(=O)(=O)CC(=O)NCCCN(Cc3ccccc3)C(C)C)c(C)o2)cc1 | i | i
O=C(O)CN1C(=O)/C(=C\c2ccccc2OCc2ccc(F)cc2)SC1=S | i | i
Cc1ccc(C)c(N2CCN(C(=O)CCNC(=O)Cn3ccc4ccccc4c3=O)CC2)c1 | i | i
CCN(CC(=O)NCc1ccc(F)cc1)C(=O)/C=C/c1ccc(OC)cc1 | i | i
Nc1ccc(-n2c(N)c(C(=O)NCc3ccc4c(c3)OCO4)c3nc4ccccc4nc32)cc1 | i | i
Cc1ccc(Cl)c(OCC(=O)NCc2ccco2)c1 | i | i
Cn1c(=O)c(-c2ccccc2N)nc2ccccc21 | i | i
O=C(O)c1ccccc1NS(=O)(=O)c1ccc2c(c1)OCCO2 | i | i
O=C(c1ccc(=O)n(Cc2ccccc2)n1)N1CCN(C/C=C/c2ccccc2)CC1 | i | i
Cc1ccccc1NC(=O)COc1ccc(Br)cc1C | i | i
CN(Cc1ccccc1)S(=O)(=O)c1ccc(OCC(=O)Nc2cccc([N+](=O)[O-])c2)cc1 | i | i
Cc1cc(NC(C)c2ccccc2)n2ncc(-c3ccccc3)c2n1 (stereo not given) | i | i
Nc1ccccc1SCC1CSc2nc3ccccc3c(=O)n21 (stereo not given) | i | i
Cc1cccc(CNC(=O)c2ccc3nc(Cc4ccccc4F)oc3c2)n1 | i | i
CC(=O)N1CCN(Cc2nc3cc(NC(=O)COc4ccccc4)ccc3n2C)CC1 | i | i
COc1ccc(OC)c(S(=O)(=O)N2CCC(C(=O)Nc3cccc(C(F)(F)F)c3)CC2)c1 | i | i
O=C1C2(c3ccccc3)CN(CCO)CC1(c1ccccc1)CN(CCO)C2 | i | i
O=c1cc(Cl)c(-c2ccccc2)nn1Cc1ccc(Cl)cc1 | i | i
COc1ccc(Nc2oc(-c3ccccc3F)nc2C#N)cc1 | i | i
CCOC(=O)c1ccc(N2C(=O)CC(N(Cc3ccc4c(c3)OCO4)C(=O)Nc3ccccc3)C2=O)cc1 (stereo not given) | i | i
CNc1oc(-c2ccc(C)cc2)nc1P(=O)(c1ccccc1)c1ccccc1 | i | i
COC(=O)C1=NN(c2ccc(C)cc2)C2(S1)SC(C(C)=O)=C(C)N2c1ccccc1 (stereo not given) | i | i
NS(=O)(=O)c1ccc(NC(=S)NC2CCCCCC2)cc1 | i | i
CCCc1cc(C(=O)NNC(=S)NCc2ccccc2)cs1 | i | -8.2*
S=C(Nc1cccc(Cl)c1Cl)Nn1cnnc1 | i | i
Cn1c(SCc2ccc([N+](=O)[O-])cc2)nnc1-c1ccncc1 | i | i
O=C(CNC(=O)C1CCCCC1)Nc1ccccc1Cl | i | i
CCCc1nnc(SCC(=O)Nc2ccccc2Cl)n1CC1CCCO1 (stereo not given) | i | i
NC(=O)C1CCN(Cc2cccc(OCc3ccccc3)c2)CC1 | i | i
Cc1ccc(N(CC(=O)N2CCc3ccccc32)S(=O)(=O)c2cccs2)cc1 | i | i
Cc1n[nH]c(=O)c2c(NC(=O)CSc3nnc(-c4ccncc4)n3C)oc(C)c12 | i | i
COC(=O)COc1ccc(C2Nc3c(Cl)ccc(C(=O)O)c3C3C=CCC32)cc1 (stereo not given) | i | i

Other structures:
molecule | CHT allo act | CHT block
O=C(CCc1ccccc1)NC(NC(=S)Nc1ccc(Cl)cc1)C(Cl)(Cl)Cl (stereo not given) | i | i
COc1ccc(C(=O)N/N=C/c2ccc3cccc(O)c3n2)cc1 | i | i
COc1ccc(Nc2nc(N)nc(CCl)n2)cc1 | i | i
COc1c(Cl)cc(Cl)cc1C(=O)Nc1ccc(CN2CCOCC2)cc1 | i | i
Cn1c(=O)c(=O)n(C)c2cc(N3CCCCC3)c(NS(=O)(=O)c3ccc(Br)cc3)cc21 | i | i
COc1ccc(CC(=O)O/N=C(\N)Cc2ccc([N+](=O)[O-])cc2)cc1 | i | i
O=C(C1CCCCC1)N1CCCc2ccccc21 | i | i
Fc1ccc(Nc2nnc(C(F)(F)F)s2)cc1Cl | i | -5.2*
O=C(Nc1ccccc1Cl)c1ccccc1Cc1ccccc1 | i | i
Cc1ccc(C(=O)Nc2nnc(-c3ccco3)o2)cc1 | i | i
COc1ccc(CCNC(=O)CN2CCN(Cc3ccccc3F)C2=O)cc1OC | i | i
CC(CC(=O)NCc1ccc(F)cc1)c1ccccc1 (stereo not given) | i | i

Overlap with the part before: 2 compounds, followed by the next part.
molecule | CHT allo act | CHT block
COc1ccc(CCNC(=O)CN2CCN(Cc3ccccc3F)C2=O)cc1OC | i | i
CC(CC(=O)NCc1ccc(F)cc1)c1ccccc1 (stereo not given) | i | i
COc1ccc(/C=C(/C#N)S(=O)(=O)c2ccc(C)cc2)cc1 | i | i
CCN1CCN(S(=O)(=O)Cc2ccccc2)CC1 | i | i
CCOc1ccc(Br)cc1S(=O)(=O)Nc1ccc(NC(=O)c2ccccc2F)cc1 | i | i
CCOC(=O)COc1ccc2c(c1)C(=O)CC1(CCCCC1)O2 | i | i
Cc1cc(-c2nnc(SCC(=O)Nc3cccc(C)c3C)n2N)n[nH]1 | i | i
CCCc1cc(C(=O)Nc2cccc(C(C)=O)c2)no1 | i | i
NCCc1nnc(SCC(=O)c2ccc(Cl)cc2)o1 | i | i
CCOC(=O)c1ccc(NS(=O)(=O)c2ccc(SC)cc2)cc1 | i | i
O=C(CSc1nnc(-c2ccccc2)o1)N1CCCC1 | i | i
CCCCn1c(N)c(N(CCOC)C(=O)C2CCCN(C(=O)c3ccc(Cl)cc3)C2)c(=O)[nH]c1=O (stereo not given) | i | i
COc1ccccc1NC(=O)C1=C(C)NC(=O)NC1c1cccs1 (stereo not given) | i | i
Cc1cc(C)cc(NS(=O)(=O)c2ccc3c(c2)c(=O)n(C)c(=O)n3C)c1 | i | i
CC(=O)N/C(=N/c1nc(C)cc(C)n1)Nc1cccc(C)c1 | i | i
O=c1cc[nH]c2cc(C(F)(F)F)ccc12 | i | i
CC1CCN(c2ccc3nnc(CCC(=O)N4CCN(c5ccc(F)cc5)CC4)n3n2)CC1 | i | i
CCOc1ccccc1/C=N/Nc1nc2c(N)ncnc2n1[C@H]1O[C@@H](CO)[C@H](O)[C@@H]1O | i | i
O=C1CC(SC(=Nc2ccccc2)Nc2ccccc2)C(=O)N1c1ccc(Cl)cc1 (stereo not given) | i | i
NC(=O)CC(NC(=O)c1ccccc1)C(=O)O (stereo not given) | i | i
CN1C(=O)c2cccc3c(N)ccc(c23)C1=O | i | i
NS(=O)(=O)c1ccc(CCNC(=O)C2CCCCN2S(=O)(=O)c2ccccc2)cc1 (stereo not given) | i | i
CCn1c(C(C)NC(=O)c2cccc(C)c2)n[nH]c1=S (stereo not given) | i | i
COc1ccc(C2(C(=O)O)CCCC2)cc1 | i | i
Cc1ccc(S(=O)(=O)Oc2ccc(C(c3c(C)[nH][nH]c3=O)c3c(C)[nH][nH]c3=O)cc2)cc1 | i | i
c1ccc(-c2cncn2-c2ccccc2)cc1 | i | i
Cc1nc2nc[nH]n2c(=O)c1NS(=O)(=O)c1ccc([N+](=O)[O-])cc1 | i | i
CCOC(=O)C1C(=O)C=C(c2ccc(C)cc2)CC1c1cccc([N+](=O)[O-])c1 (stereo not given) | i | i
Cn1c(-c2ccc(F)cc2)cnc1NCc1ccccc1 | i | -5.03*
COc1cc(OC)c(C(=O)O/N=C(\N)c2cccc(C)c2)cc1OC | i | i
CCN1CCN(Cc2ccc(NC(=O)Nc3ccc(SC)cc3)cc2)CC1 | i | i
CC(=O)Nc1ccc(S(=O)(=O)NC2CC3CCC2C3)cc1 (stereo not given) | i | i
O=c1c2ccccc2nc(-c2ccc(F)cc2)n1NCc1ccccc1O | i | i
CCc1nc2ccccc2n1CC(O)COc1ccc(NC(C)=O)cc1 (stereo not given) | i | i
c1ccc(C2OCC3(CO2)COC(c2ccccc2)OC3)cc1 (stereo not given) | i | i
Cc1[nH]nc2c1C(c1ccccc1F)CC(=O)N2 (stereo not given) | i | i
Cc1cccc(Nc2n[nH]c(C)c2[N+](=O)[O-])c1 | i | i
O=C(C[n+]1cn(C(F)F)c2ccccc21)c1ccc(OC(F)F)cc1 | i | i
COc1ccccc1NC(=O)c1cc(C(=O)O)ccc1C(=O)O | i | i
Cc1nc(-c2c(-c3ccc(O)cc3O)noc2C(F)(F)F)cs1 | i | i
CCOC(=O)c1c(NC(=O)CSc2nncs2)sc(C)c1C | i | i
C=CC12C=CC=CN1C(C(=O)OC)=C(C(=O)OC)C(C(=O)OC)=C2C(=O)OC (stereo not given) | i | i
COc1ccc(NC(=O)c2cc(-c3ccccc3O)n[nH]2)cc1Cl | i | i
CC(C(=O)Nc1ccc2c(c1)OCCO2)n1nnc(-c2ccccc2)n1 (stereo not given) | i | i
